MEX-5 binding: C. elegans MEX-5 TCR-2 RNA binding activity; Q9XUB2; MEX-5/FITC-TCR2 RNA binding, fluorescence polarization; hits give low values; activity score (negative = inhibition of binding), % at 10 µM; actives 0.38% (n = 300,000); AID 1832;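 active means inhibition past about -25% in most replicates, and total fluorescence under double the plate's negative control median, limit read from the data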;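 further: 0% = DMSO and -100% = 5 µM competing unlabeled TCR2 RNA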
GLD-1 RNA inh: GLD-1-TGE RNA interaction inhibition (C. elegans); Q17339; purified GLD-1 + fluorescein TGE RNA, fluorescence polarization; inhibition, % at 5.96 µM; actives 0.44% (n = 320,000); AID 2280;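 active means percent inhibition above a per-plate cutoff, the plate mean of test compounds plus 3 SD, cut at about 30% in these data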;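 further: 0% = DMSO wells with GLD-1 and probe and 100% = wells lacking GLD-1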
Target sequence (Q17339 whole entry, looked up): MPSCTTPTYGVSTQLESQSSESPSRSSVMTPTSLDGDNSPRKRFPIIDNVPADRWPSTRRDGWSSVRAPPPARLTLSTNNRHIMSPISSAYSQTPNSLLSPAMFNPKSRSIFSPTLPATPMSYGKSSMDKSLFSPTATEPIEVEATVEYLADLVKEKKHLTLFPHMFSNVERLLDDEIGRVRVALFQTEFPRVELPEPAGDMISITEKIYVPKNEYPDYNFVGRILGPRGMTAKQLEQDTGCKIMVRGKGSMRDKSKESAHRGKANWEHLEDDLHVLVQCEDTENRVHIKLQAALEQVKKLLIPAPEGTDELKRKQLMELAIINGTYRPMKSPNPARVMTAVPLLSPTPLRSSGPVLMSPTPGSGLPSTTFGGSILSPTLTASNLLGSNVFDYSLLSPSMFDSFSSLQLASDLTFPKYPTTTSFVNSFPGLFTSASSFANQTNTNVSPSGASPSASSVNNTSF
EBNA-1 inh: blocks EBNA-1 binding to DNA | actives 0.34% (n = 300,000) | EBNA-1 DNA binding, fluorescence polarization | inhibition, % at 14.8 µM; in the data active means inhibition above about 28%
BCLXL inh: inhibitors of human Bcl-xL. Q07817. GST-Bcl-xL / FITC-Bim BH3 peptide fluorescence polarization. inhibition, % at 10.9 µM. actives 0.7% (n = 320,000);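 active means inhibition above the mean of all tested compounds plus 3 SD, cutoff set per campaign, cut at about 30% in these data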;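 further: 0% = DMSO wells and 100% = unlabeled Bim-BH3 peptide competitor; inhibitors lower millipolarization by displacing the labeled peptide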
MCL1 BIM primary: MCL1-BIM-BH3 interaction inhibition (human). GST-MCL1 / FITC-Bim-BH3 fluorescence polarization. AID 2057. actives 0.68% (n = 320,000). inhibition, % at 10.9 µM. Q07820;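 active means inhibition above the mean inhibition of all tested compounds plus 3 SD, set per campaign, cut at about 40% in these data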;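 further: 0% = DMSO wells and 100% = unlabeled Bim-BH3 peptide control; higher means more loss of mP so more displacement of Bim peptide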
Target sequence (Q07820 whole entry, looked up): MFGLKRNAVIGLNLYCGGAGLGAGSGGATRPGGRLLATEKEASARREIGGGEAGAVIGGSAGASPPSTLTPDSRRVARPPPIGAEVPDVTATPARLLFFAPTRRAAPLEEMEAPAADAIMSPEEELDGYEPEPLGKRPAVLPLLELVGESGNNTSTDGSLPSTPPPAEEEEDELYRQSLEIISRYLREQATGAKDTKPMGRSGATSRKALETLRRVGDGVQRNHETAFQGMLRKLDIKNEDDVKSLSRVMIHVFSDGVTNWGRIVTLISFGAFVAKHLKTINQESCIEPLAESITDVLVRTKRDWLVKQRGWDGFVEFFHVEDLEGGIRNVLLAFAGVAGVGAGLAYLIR
ZTA DNA inh: ZTA (EBV) inhibition in EBNA-1 counter-screen | ZTA-DNA binding, fluorescence polarization | inhibition, % at 11 µM | actives 0.15% (n = 320,000) | AID 2234; in the data active means inhibition above about 33%
Target sequence (P03206 whole entry, looked up): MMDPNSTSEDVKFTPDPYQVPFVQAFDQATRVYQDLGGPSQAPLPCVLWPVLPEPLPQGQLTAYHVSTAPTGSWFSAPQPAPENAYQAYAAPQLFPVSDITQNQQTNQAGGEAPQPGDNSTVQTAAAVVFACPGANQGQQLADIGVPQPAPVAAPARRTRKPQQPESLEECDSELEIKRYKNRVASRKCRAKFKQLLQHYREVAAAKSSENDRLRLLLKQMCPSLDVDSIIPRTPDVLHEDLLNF
Fam108B counter: Fam108B inhibition, counter-screen for RBBP9 inhibitors; recombinant Fam108B, FP-Rh probe fluorescence polarization; inhibition, % at 9.51 µM; actives 0.33% (n = 300,000); AID 1947;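 active means inhibition above the screen mean inhibition plus 3 SD, computed separately per campaign, cut at about 18% in these data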;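 further: inhibitors lower polarization as less probe binds the enzyme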
Efflux pump inh: blocks antifungal efflux pumps in multiplex yeast assay. actives 0.44% (n = 330,000). S. cerevisiae Candida pump triplex, Nile Red efflux. inhibition, % at 10 µM;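 active means plate passing quality check with inhibition over a set limit, or well fluorescence over plate mean plus 4 SD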;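 further: Nile Red retained in pooled yeast measured as flow cytometry median fluorescence; 0% = buffer negative control and 100% = Enniatin B positive control; higher means more Nile Red kept so more efflux inhibition; some compounds called inactive have numbers as strong as hits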
CR mimetic SO: lowers age-related superoxide in aged yeast cells; S. cerevisiae aged cells, superoxide DHE fluorescence; hits give low values; superoxide response (% of plate mean), % at 10 µM; actives 0.18% (n = 330,000);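 active means superoxide response under a set limit, about three screen SD below normal, cut at about 65% in these data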;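 further: yeast aged for seven days with compound at 30 °C before DHE staining; 100% = average MFI of all compound-treated wells on the plate with controls excluded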
* marks the source's active call; other numbers are inactive results; nt = no result given.

SMILES	MEX-5 binding	GLD-1 RNA inh	EBNA-1 inh	BCLXL inh	MCL1 BIM primary	ZTA DNA inh	Fam108B counter	Efflux pump inh	CR mimetic SO
Cc1cc(Cl)ccc1NC(=O)NC1CCN(S(=O)(=O)c2ccc(F)cc2)CC1	0.2	-4	2	7	13	-7	-4	-0.2	98
CC(C)CN1CCN(Cc2ccc3ncccc3c2)CC1CCO (stereo not given)	0.1	-7	3	3	0	8	-1	0.0	123
C=CCc1cc(Cl)ccc1OCCCNCCO	-1.3	0	7	6	0	-14	0	0.1	133
O=C(Nc1ccnc(-c2ccncc2)n1)C1CC1	0.4	4	2	4	16	5	-3	-0.1	111
O=C(NCc1cccnc1)c1ccc(NS(=O)(=O)c2ccccc2)cc1	-0.9	4	8	2	7	9	1	0.2	93
Cc1ccc2[nH]c(C)c(CC(=O)NCc3ccccc3)c2c1	1.5	7	5	2	6	-12	2	0.1	105
O=C(CCl)N=c1sccn1Cc1ccc(Cl)cc1Cl	0.6	4	-1	8	2	0	-4	0.2	89
COc1ccc2[nH]cc(S(=O)(=O)c3ccc(C(C)C)cc3)c(=O)c2c1	-0.4	2	-3	1	2	11	1	0.2	101
COc1cccc(CNc2cc(CSc3ccc(Cl)cc3)nc(C)n2)c1	1.3	2	0	-2	-2	-7	1	0.0	101
CCC(=O)Nc1ccc(C(=O)CSc2nnc(-c3ccc(NS(C)(=O)=O)cc3)n2C)cc1OC	-0.2	2	-12	6	4	-2	-1	-0.1	87
Cc1ccc(Cc2cnc(NC(=O)c3ccco3)s2)cc1	1.9	0	-3	0	2	0	0	0.0	86
Cc1cnc(C)c(N2CCC(C(=O)NC(C)c3cccs3)CC2)n1 (stereo not given)	-1.3	-4	-4	5	-4	-8	1	0.1	107
CN(CC(=O)Nc1ccc(F)cc1)C(=O)Cn1cnc2ccc(Cl)cc2c1=O	nt	3	nt	-6	1	-1	nt	0.1	79
COc1ccc(/C=C2\C(=O)NC(=S)N2C(=O)c2ccc(C)cc2)cc1	-26*	-24	3	-29	-53	15	-11	-0.3	91
CS(=O)(=O)Nc1ccc(C(=O)NCCSCc2c(F)cccc2Cl)cc1	1.7	37*	-5	2	-2	-2	-1	0.0	94
COCCNC(=O)CSCc1c(F)cccc1Cl	-0.3	1	-15	-3	0	4	-1	0.0	107
COCCn1c(=NC(=O)CCS(=O)(=O)c2ccccc2)sc2c(OC)ccc(OC)c21	-8.3	0	9	1	-1	17	-7	-0.1	88
FC(F)(F)C12CC(c3ccccc3)=NCCN1CCN2 (stereo not given)	-3.2	-5	-9	21	22	-6	7	-0.1	106
Cc1nn(Cc2ccccc2)c(C)c1NC(=O)c1cccs1	-0.4	2	-6	4	0	-2	2	0.8	106
N=C(c1cccc([N+](=O)[O-])c1)N1CCCCC1	-0.3	3	-9	4	4	-20	3	-0.2	88
COc1ccc(NC(=O)CN(C)CC(=O)Nc2sc3c(c2C(N)=O)CCC3)cc1	2.2	4	10	-2	1	-2	1	0.0	99
COC(=O)C1C(O)=C(C=Nc2cccc3ccccc23)C(=O)CC1(C)C (stereo not given)	-0.3	4	-2	1	-2	-20	3	-0.1	103
Cc1nn(-c2ccccc2)c(=S)n1-c1ccccc1	0.5	0	-2	2	0	-27	4	0.1	100
Cc1cc(C(=O)COc2cccc([N+](=O)[O-])c2)c(C)n1C1CC1	nt	-3	nt	-8	-1	-3	nt	-0.1	103
O=C(COC(=O)CNC(=O)C1CCCCC1)Nc1cc(C(F)(F)F)ccc1Cl	nt	11	nt	-8	-2	12	nt	0.1	97

Additional compounds
SMILES	MEX-5 binding	GLD-1 RNA inh	EBNA-1 inh	BCLXL inh	MCL1 BIM primary	ZTA DNA inh	Fam108B counter	Efflux pump inh	CR mimetic SO
COc1ccc(C(=O)NCC(c2ccco2)N2CCOCC2)cc1OC (stereo not given)	1.0	6	0	1	1	13	-1	0.0	94
COc1cccc(N2CCN(C(=O)C3CCCN(c4ncnc5c4nc4n5CCCCC4)C3)CC2)c1 (stereo not given)	0.0	3	-9	5	0	5	6	0.0	104
Cc1cc(NCc2ccccc2)nc(N2CCOCC2)n1	0.0	-3	-6	2	4	0	3	-0.1	107
COc1ccc2[nH]c3c(c2c1)CCN1C(=O)N([C@@H](C)C(=O)NCc2ccccc2)C(=O)[C@]31C	1.4	3	9	0	2	10	0	0.0	107
Fc1ccc(F)c(CN2CCN(c3ncccn3)CC2)c1	0.3	-1	-10	2	-6	0	0	0.2	98
O=C(C1CC1)N(CCN(Cc1ccccc1)C(=O)C1CC1)Cc1ccccc1	2.1	1	-1	4	-1	9	1	0.1	89
COc1ccc(S(N)(=O)=O)cc1C(=O)NCC(C)(C)N1CCCCC1	1.1	-6	-7	-4	-11	-1	0	0.1	117
CC(=O)c1ccc(N2CCN(CC3CCCCC3)CC2)cc1	-1.0	1	-4	9	8	2	4	0.0	94
CC(=O)c1ccc(Oc2ncnc3sccc23)c(CN2CCOCC2)c1	-1.1	3	-2	4	3	-1	4	-0.1	87
CCn1c(C)c(C2=CCN(S(=O)(=O)c3ccc(C)cc3)CC2)c2ccccc21	2.7	13	3	12	3	1	-21	0.0	117
CCO[C@@H]1OC(C(=O)N2CCOCC2)=C[C@H](C2CCCCC2)[C@H]1CCCO	1.0	8	7	-4	-6	7	0	0.0	102
COCCNS(=O)(=O)c1ccc2c(c1)oc(=O)c1cc(S(=O)(=O)NCCOC)ccc12	-1.2	3	-4	5	-3	2	-3	0.0	95
Cc1ccccc1Nc1nc(CSc2nnnn2-c2ccccc2)cs1	1.9	0	4	-3	-7	-4	3	-0.1	85
O=C(COC(=O)CNC(=O)c1ccccc1)NC1CCCCC1	nt	2	nt	1	-1	-10	nt	0.0	107
Fc1ccccc1NC(=S)N1CCN(c2ccccn2)CC1	1.2	2	1	4	16	1	7	0.0	88
CCC1CCCCN1C(=O)CSc1nnc(-c2ccc(OC)cc2)o1 (stereo not given)	-4.2	8	-6	2	0	-17	1	0.1	99
Cc1cc(OC(C)C(=O)N2CCN(c3ccccc3)CC2)c2c(C)c(C)c(=O)oc2c1 (stereo not given)	1.6	-6	-2	-3	-11	15	4	0.0	95
CCOC(=O)C1=C(CSc2nc3ccccc3s2)NC(=O)NC1c1ccc(OC)cc1 (stereo not given)	2.4	5	-20	0	4	-7	0	0.1	109
O=C(OC1CCN(c2ncc(C(F)(F)F)cc2Cl)CC1)c1cccc(C(F)(F)F)c1	0.4	-5	-5	1	-3	7	5	-0.1	113
CCn1cc(C(=O)NCCC(=O)NC(C)C)c(=O)c2cc3c(cc21)OCO3	0.5	0	9	7	11	-1	-2	0.0	100
Cc1ccc(SCCN2CCN(Cc3ccccc3)CC2)cc1	0.2	-5	-12	7	-7	11	0	0.1	86
Cc1ccc(C)c(S(=O)(=O)N2CCN(CC(=O)Nc3ccc4c(c3)CCC4)CC2)c1	-0.3	6	-13	-2	-1	-5	3	-0.1	82
Cc1ccc(C(=O)N/C(=C/c2ccco2)C(=O)NC2CCS(=O)(=O)C2)cc1 (stereo not given)	0.3	6	-8	6	4	7	-4	0.1	93
COc1ccccc1CN1CCC(n2nccc2NC(=O)CCCc2ccccc2)CC1	0.9	8	8	3	-9	9	0	-0.1	99
COc1cccc(/C=C(/C(=O)OCC(=O)NC2CCCCCCC2)c2ccccc2)c1	0.2	2	1	3	38	-7	-3	0.1	91

Next results:
SMILES	MEX-5 binding	GLD-1 RNA inh	EBNA-1 inh	BCLXL inh	MCL1 BIM primary	ZTA DNA inh	Fam108B counter	Efflux pump inh	CR mimetic SO
CCCCCCC(=O)Nc1ccc(C(=O)N2CCCC2)cc1	-0.7	8	4	8	-1	-9	5	0.3	92
CC(Oc1ccc(Cl)cc1Cl)C(=O)NN=C1CCN(C)CC1 (stereo not given)	-0.5	10	4	2	7	-6	2	0.0	102
Cc1ccccc1NC(=O)CCC(=O)N/N=C/c1c[nH]c2ccccc12	-0.6	-2	1	2	7	7	2	0.0	91
C=CCOc1ccc(-c2nc3c(c(=O)[nH]c(=O)n3CCCC)n2C)cc1OC	0.5	-2	-5	3	14	-5	-1	0.1	104
CC(C)COc1ccc(C(=O)OCCN2CCCCC2)cc1	0.4	5	1	-2	-4	0	-4	0.2	104
Cc1cc(Br)cc(C)c1NC(=S)NC(=O)CC(C)C	0.0	-4	-5	6	10	4	2	-0.1	87
Cc1ccc(S(=O)(=O)N(C)CC(=O)N2CCN(c3ccccn3)CC2)cc1	-1.3	-3	5	6	5	9	-3	0.0	104
Cc1ccc(C(=O)NCCc2c[nH]c3ccccc23)s1	1.6	-1	-13	-14	-19	10	-4	0.0	102
O=C(Nc1nnc(-c2ccccc2)o1)C1CCCCC1	-5.2	1	-4	1	3	6	-1	-0.2	98
Cc1nc2ccc(C(=O)O)cc2[nH]1	-1.9	3	-5	8	7	-17	-5	-0.1	92
COc1ccc(CN(C)CCc2ccccn2)c(OC)c1OC	-2.3	6	17	5	0	-1	3	-0.1	91
CCN1C(=O)CC(N2CCN(c3ccc(C(=O)c4ccncc4)cc3)CC2)C1=O (stereo not given)	1.9	2	-1	-2	3	5	-3	-0.1	110
NNC(=O)CCc1c[nH]c2ccccc12	1.9	2	0	-2	3	-23	-1	0.1	109
CC(C)NC(=O)c1ccc(OC2CSC2)cc1	0.1	3	0	0	-6	-11	-2	0.1	106
O=C(c1ccc(C(=O)N2CCCCCC2)cc1)N1CCCCCC1	-0.5	-4	2	6	8	-5	3	0.0	111
C=CCN1C(=O)/C(=C/c2ccccc2)S/C1=N/c1nccs1	-1.3	1	-1	-4	1	6	-1	-0.3	85
O=C(O)C1C2C=CC3(CN(c4cccc(C(F)(F)F)c4)C(=O)C13)O2 (stereo not given)	1.1	-1	-3	-4	1	-10	1	0.1	110
COc1ccccc1-n1c(SCC(=O)N2CCOCC2)nc(O)cc1=O	-0.6	6	4	0	13	-15	0	-0.2	108
COc1ccc2oc(=O)cc(C)c2c1	0.9	1	1	7	1	8	-2	-0.1	85
COc1ccccc1CNC(=O)CN(C)S(=O)(=O)c1ccc(Br)s1	-2.4	-2	-6	2	-4	-10	-2	0.7	105
O=c1oc2ccc(Cl)cc2cc1-c1ccccc1	-0.3	3	0	-1	-6	-1	-5	0.3	96
N#Cc1nc(N2CCOCC2)nc(N2CCOCC2)n1	2.0	-2	10	5	4	9	2	-0.1	98
CCC1Oc2ccc(C)cc2N(CC(=O)NCC2COc3ccccc3O2)C1=O (stereo not given)	0.0	12	-6	-2	-8	1	0	0.5	106
O=C(OCc1cccc([N+](=O)[O-])c1)c1ccc2ccccc2n1	0.9	8	-9	2	3	-2	0	0.2	107
CC1(C)CC(=O)c2c(O)cc(OCc3ccc([N+](=O)[O-])cc3)cc2O1	0.4	4	-6	1	8	0	1	0.3	109
Cc1c(OCc2ccc(C(=O)O)o2)ccc2c3c(c(=O)oc12)CCC3	-3.6	2	-1	12	8	1	0	0.0	104
O=C(c1ccccc1NS(=O)(=O)c1cccs1)N1CCOCC1	0.4	8	0	-1	-2	-18	-3	0.2	112
O=C(NCc1cccnc1)c1cc(Sc2cccc(Cl)c2)nc2ccccc12	-6.5	5	-1	2	-2	-13	3	-2.5	102

Fetched by structure from the entries so far, four records:
SMILES	MEX-5 binding	GLD-1 RNA inh	EBNA-1 inh	BCLXL inh	MCL1 BIM primary	ZTA DNA inh	Fam108B counter	Efflux pump inh	CR mimetic SO
CCCCCCC(=O)Nc1ccc(C(=O)N2CCCC2)cc1	-0.7	8	4	8	-1	-9	5	0.3	92
CC1(C)CC(=O)c2c(O)cc(OCc3ccc([N+](=O)[O-])cc3)cc2O1	0.4	4	-6	1	8	0	1	0.3	109
CC(C)COc1ccc(C(=O)OCCN2CCCCC2)cc1	0.4	5	1	-2	-4	0	-4	0.2	104
O=C(c1ccc(C(=O)N2CCCCCC2)cc1)N1CCCCCC1	-0.5	-4	2	6	8	-5	3	0.0	111

Screens from PubChem.

Hits appear at their usual frequency (roughly 2.3% active in at least one column).
